Screens from PubChem.
UPR XBP1 act: activators of adaptive arm of unfolded protein response (XBP1); CHO-XBP1 luciferase reporter, IRE1-XBP1 UPR activation, luminescence; percent of tunicamycin response, DMSO as zero; activation, % at 20 µM; actives 0.33% (n = 330,000); AID 463104;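 active means versus positive control, 20 µM dose yields 30% or more activation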;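 further: 100% = tunicamycin at 10 µg/mL and 0% = DMSO only wells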
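Material: CHO cell line with stable XBP1 luciferase reporter; buffer or medium: F12 medium containing 10% fetal bovine serum; compound: single point, 20 µM final compound, 1% DMSO; incubation: 6 h treatment, 37 °C; measured by: glow luminescence from Steady-Glo reagent; evaluation: activation, % of tunicamycin; control set: tunicamycin high, DMSO low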
Mdm2 MdmX PPI: inhibitors of human Mdm2/MdmX interaction; actives 3% (n = 330,000); SaOS-2 split-luciferase Mdm2/MdmX complementation, luminescence; inhibition, % at 8 µM;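 active means inhibition of at least 50% at 8 µM in the primary screen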
NLRP3 yeast inh: NALP3 inhibition in yeast. Yeast reconstituted NLRP3/ASC/caspase-1, beta-gal luminescence, 24 h. inhibition, % at 10 µM. actives 0.39% (n = 330,000). AID 2825;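 active means inhibition of 50% or more; inactive means inhibition below 50%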;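 further: plate controls were induced DMSO wells for no effect and uninduced yeast grown without galactose for full effect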
tim23-1 inh: inhibits growth of tim23-1 mutant yeast. actives 1.3% (n = 330,000). S. cerevisiae tim23-1 growth, BacTiter-Glo luminescence, 24 h. inhibition, % at 20 µM. AID 463212;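 active means growth inhibition of the mutant yeast at or above 50%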;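 further: temperature-sensitive mutant grown at 25 °C; plate controls were DMSO-treated mutant yeast for no effect and medium wells lacking yeast for full effect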
UPR CHOP act: activators of apoptotic arm of unfolded protein response (CHOP); CHO-CHOP luciferase reporter, UPR activation, luminescence; percent of tunicamycin response over DMSO baseline; activation, % at 10 µM; actives 0.34% (n = 330,000);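 active means at 10 µM dose, activation of 40% or more, normalized to positive control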;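 further: 100% = tunicamycin at 10 µg/mL and 0% = DMSO alone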
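measured by = luciferase luminescence | assay system = CHO-CHOP cells, stable luciferase reporter of PERK-eIF2a-CHOP signalling | amount = 500 reporter cells seeded per well | timing = 6 h compound exposure at 37 °C after overnight seeding | controls = positive tunicamycin 10 µg/mL, negative DMSO alone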
APJ agonist: activates the human apelin receptor APJ; P35414; CHO-K1 APJ PathHunter beta-arrestin, luminescence; 0% DMSO wells, 100% apelin; activation, % at 20 µM; actives 0.11% (n = 330,000);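 active means activation more than six SD over the plate average, tested at 20 µM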;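 further: 0% = DMSO alone and 100% = apelin-13 at 10 nM; some results filed as inactive read as strong as hits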
Target sequence (P35414 whole entry, looked up): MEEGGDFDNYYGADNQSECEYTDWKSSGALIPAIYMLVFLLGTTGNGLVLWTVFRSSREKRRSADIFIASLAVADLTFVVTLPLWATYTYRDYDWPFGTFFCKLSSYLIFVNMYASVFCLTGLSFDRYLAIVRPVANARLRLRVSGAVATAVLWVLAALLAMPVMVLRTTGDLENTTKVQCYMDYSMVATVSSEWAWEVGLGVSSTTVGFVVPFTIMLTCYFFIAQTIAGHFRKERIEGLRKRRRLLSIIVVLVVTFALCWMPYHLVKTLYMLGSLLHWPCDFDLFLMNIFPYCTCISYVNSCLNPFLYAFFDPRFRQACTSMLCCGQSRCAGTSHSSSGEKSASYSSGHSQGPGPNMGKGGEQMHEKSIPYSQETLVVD
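Test system: CHO-K1 APJ beta-arrestin complementation cell line. Amount: cell density 1000 per well. Controls: DMSO negative, 10 nM Apelin-13 positive. Signal: luminescent beta-gal fragment complementation, chemiluminescent substrate. Read-out basis: agonist-driven arrestin binding to APJ. Timing: compound stimulation 90 min at 25 °C, detection 60 min.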
NR3A LBD binder: modulates the human NR3A ligand-binding domain; NR3A LBD differential scanning fluorimetry, Tm shift; 0% = protein alone, 100% = glycine-bound protein; Tm shift relative to glycine control, % at 25 µM; actives 2.5% (n = 340,000); AID 1259313;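 active means melting temperature shift of at least 10% of the positive control shift, at one fixed dose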
TIM10 inh: growth inhibitors of TIM10 yeast strain; AID 463195; inhibition, % at 10 µM; actives 1.4% (n = 330,000); S. cerevisiae TIM10 strain growth, BacTiter-Glo luminescence, 24 h;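 active means inhibition of 40% or more at the single tested concentration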;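 further: wild-type TIM10 isogenic control strain grown at permissive 25 °C; 0% = DMSO yeast wells and 100% = minimal medium wells without yeast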
tim10-1 inh: growth inhibitors of tim10-1 mutant yeast. S. cerevisiae tim10-1 ts strain growth, BacTiter-Glo, 24 h. inhibition, % at 20 µM. actives 2.2% (n = 330,000). AID 463190;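 active means inhibition of at least 40%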;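 further: mutant grown at 25 °C; 0% = DMSO wells with yeast and 100% = wells holding no yeast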
Active calls of the source: *.

mol,UPR XBP1 act,Mdm2 MdmX PPI,NLRP3 yeast inh,tim23-1 inh,UPR CHOP act,APJ agonist,NR3A LBD binder,TIM10 inh,tim10-1 inh
COc1ccc(C(=O)NC(=S)Nc2ccc3c4c(cccc24)CC3)cc1OC,-2,6,5,28,1.4,1,0,26,29
Cc1[nH]c(=O)c(C(=O)c2cc(Cl)ccc2O)cc1C(=O)O,-2,-14,9,11,-0.6,-1,0,-17,16
CCCCOc1ccc(-c2csc(N)n2)cc1[N+](=O)[O-],4,-139,57*,53*,7.7,1,4,43*,23
Cc1cc(=O)oc2c3c(cc(OCC(=O)NCc4ccccn4)c12)OC(C)(C)CC3,1,-2,11,26,0.7,-2,-4,19,22
CCc1cc(C(=O)N(CC(C)C)c2c(N)n(Cc3ccccc3)c(=O)[nH]c2=O)sc1C,1,-6,21,-8,0.0,4,-2,-1,-14
O=C1c2cccc3cccc(c23)C(=O)N1CCN1CCN(CC(O)COc2ccc3ccccc3c2)CC1 (centres undefined),-1,67*,11,45,0.3,-3,0,15,71*
O=C(CCn1cccc1)NCc1ccccc1,-3,19,20,3,-1.4,-4,-4,-2,2
COc1ccccc1CNC(=O)CN1C(=O)c2ccc([N+](=O)[O-])cc2C1=O,-2,17,3,12,0.3,0,2,8,19
C=CCNc1nc(-c2sc(NC(C)=O)nc2C)cs1,2,50,8,8,2.1,-19,3,19,26
CCOC(=O)CNC(=S)N(CCCN1CCCCCC1)Cc1cccs1,-2,-44,12,-1,-1.8,-3,-3,0,5
COC(=O)c1ccc(CSc2nc(C(F)F)cc(C)c2C#N)o1,0,16,10,19,1.6,2,-1,15,20
CCOC(=O)COc1ccc(Br)cc1C1NC(=O)NC(C)=C1C(=O)NCc1ccccc1 (centres undefined),-3,3,15,19,-2.4,-2,0,9,21
CC(Sc1ccccc1)C(=O)NNC(=O)c1ccncc1 (centres undefined),1,17,13,-5,0.7,3,0,10,-7
Nc1ccc(-c2nnc(-c3ccc(N)cc3)o2)cc1,1,-10,0,11,3.5,-2,2,-10,-11
CCOC(=O)CSc1nnc(-c2ccncc2)o1,-4,36,4,16,2.5,-1,1,1,4

Single entries from the list:
Entry of COC(=O)c1ccc(CSc2nc(C(F)F)cc(C)c2C#N)o1 under UPR XBP1 act: 0
Entry of CCCCOc1ccc(-c2csc(N)n2)cc1[N+](=O)[O-] under UPR XBP1 act: 4

Next section.
mol,UPR XBP1 act,Mdm2 MdmX PPI,NLRP3 yeast inh,tim23-1 inh,UPR CHOP act,APJ agonist,NR3A LBD binder,TIM10 inh,tim10-1 inh
Cc1c(C(=O)N/N=C/c2cccs2)nnn1-c1nonc1N,-3,-12,-2,-2,3.6,-2,10*,16,-14
CC(=O)c1ccc(OCC(O)CN2CCN(CC(O)COc3ccc(C(C)=O)cc3)CC2)cc1 (centres undefined),-1,22,7,-4,0.4,-3,3,0,5
CC(=O)c1cccc(NC(=O)N2CC(C)OC(C)C2)c1 (centres undefined),-4,9,15,13,0.6,1,0,11,6
CC(C)Cc1ccc(CN2CCCC(NC(=O)Cn3cnnn3)C2)cc1 (centres undefined),-2,11,21,-4,0.7,9,0,11,-4
CC(=O)c1c(C)[nH]c(C(=O)OCC(=O)Nc2cc(Cl)ccc2[N+](=O)[O-])c1C,-3,31,14,16,2.3,17*,-8,40,17
COc1cccc(C(=O)NC(Cc2ccccc2)c2ccc3c(c2)OCCCO3)c1 (centres undefined),-1,-21,5,-7,0.0,-6,0,-7,5
Cn1c2c(c(=O)c3ccccc31)CCC(C)(C)O2,2,-16,3,6,5.4,0,-6,-18,17
CC1=N/C(=C\c2ccc([N+](=O)[O-])cc2)C(=O)N1c1cc(Cl)ccc1C,-5,7,14,29,0.8,8,-1,9,12
CCCCC/C=C\C[C@H](O)/C=C/c1cccc(C[C@H](O)CCCCO)n1,-7,-7,-5,18,0.1,-2,3,10,25

Structural class: the entries above containing a carbonyl joined to an NH by a bond outside any ring
mol,UPR XBP1 act,Mdm2 MdmX PPI,NLRP3 yeast inh,tim23-1 inh,UPR CHOP act,APJ agonist,NR3A LBD binder,TIM10 inh,tim10-1 inh
COc1ccc(C(=O)NC(=S)Nc2ccc3c4c(cccc24)CC3)cc1OC,-2,6,5,28,1.4,1,0,26,29
Cc1cc(=O)oc2c3c(cc(OCC(=O)NCc4ccccn4)c12)OC(C)(C)CC3,1,-2,11,26,0.7,-2,-4,19,22
O=C(CCn1cccc1)NCc1ccccc1,-3,19,20,3,-1.4,-4,-4,-2,2
COc1ccccc1CNC(=O)CN1C(=O)c2ccc([N+](=O)[O-])cc2C1=O,-2,17,3,12,0.3,0,2,8,19
C=CCNc1nc(-c2sc(NC(C)=O)nc2C)cs1,2,50,8,8,2.1,-19,3,19,26
CCOC(=O)COc1ccc(Br)cc1C1NC(=O)NC(C)=C1C(=O)NCc1ccccc1 (centres undefined),-3,3,15,19,-2.4,-2,0,9,21
CC(Sc1ccccc1)C(=O)NNC(=O)c1ccncc1 (centres undefined),1,17,13,-5,0.7,3,0,10,-7
Cc1c(C(=O)N/N=C/c2cccs2)nnn1-c1nonc1N,-3,-12,-2,-2,3.6,-2,10*,16,-14
CC(=O)c1cccc(NC(=O)N2CC(C)OC(C)C2)c1 (centres undefined),-4,9,15,13,0.6,1,0,11,6
CC(C)Cc1ccc(CN2CCCC(NC(=O)Cn3cnnn3)C2)cc1 (centres undefined),-2,11,21,-4,0.7,9,0,11,-4
CC(=O)c1c(C)[nH]c(C(=O)OCC(=O)Nc2cc(Cl)ccc2[N+](=O)[O-])c1C,-3,31,14,16,2.3,17*,-8,40,17
COc1cccc(C(=O)NC(Cc2ccccc2)c2ccc3c(c2)OCCCO3)c1 (centres undefined),-1,-21,5,-7,0.0,-6,0,-7,5

The order is random; about 8.2% have a hit in one of these screens.
